Compound activity (PubChem BioAssay)
BoNT F protease: blocks Botulinum neurotoxin F light chain protease | Multiplex microsphere protease cleavage assay, flow cytometry | inhibition, % at 10 µM | 360,000 compounds, 0.22% hits | AID 588497; in the data active = inhibition above about 35%, passing the limit was not always enough; inconclusive = no clear call, values can overlap the other calls; note: plate controls were buffer without enzyme for full effect and enzyme alone for no effect
Rv3671c inh: inhibitors of M. tuberculosis serine protease Rv3671c; P9WHR9; inhibition, % at 5.96 µM; 320,000 compounds, 0.048% hits; AID 2606; in the data active = inhibition above about 38%;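 note: extracellular domain of Rv3671c used as enzyme; 0% = enzyme with DMSO and 100% = no enzyme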
Target sequence (P9WHR9 whole entry, looked up, the tested form may be a part): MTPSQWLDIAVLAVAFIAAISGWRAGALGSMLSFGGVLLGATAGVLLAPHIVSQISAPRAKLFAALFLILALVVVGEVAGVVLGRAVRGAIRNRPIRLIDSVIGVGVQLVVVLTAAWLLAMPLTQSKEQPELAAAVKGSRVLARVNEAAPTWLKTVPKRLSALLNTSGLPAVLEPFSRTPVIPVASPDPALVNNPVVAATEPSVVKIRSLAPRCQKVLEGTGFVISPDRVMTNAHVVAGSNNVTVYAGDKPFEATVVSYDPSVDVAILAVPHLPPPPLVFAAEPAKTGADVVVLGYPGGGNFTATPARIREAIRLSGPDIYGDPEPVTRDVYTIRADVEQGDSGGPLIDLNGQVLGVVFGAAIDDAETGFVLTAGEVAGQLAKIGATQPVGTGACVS
VHR inh abs: blocks human VHR1 dual specificity phosphatase | P51452 | recombinant VHR phosphatase, pNPP absorbance | inhibition, % at 13.3 µM | 290,000 compounds, 0.52% hits | AID 1654; in the data active = inhibition above about 50%; note: some compounds called inactive have numbers as strong as hits
MazEF act: MazEF (E. coli) toxin RNase activation | P0AE70 | FAM/BHQ RNA-DNA oligo cleavage fluorescence, 5 h | activation, % at 20 µM | 350,000 compounds, 0.32% hits | AID 504720; in the data active = activation above about 50%
GDH-TPI counter: inhibits GDH-TPI coupling enzymes, artifact for Mtb FBA screen | GDH-TPI coupled enzyme counterscreen, NADH absorbance | inhibition, % at 4.8 µM | 360,000 compounds, 1.2% hits;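 note: 0% = DMSO wells and 100% = wells lacking the enzyme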
Mtb FBA inh: Mtb fructose-bisphosphate aldolase inhibition; P9WQA3; purified M. tuberculosis FBA, fluorescence read-out; inhibition, % at 1 µM; 360,000 compounds, 2.3% hits; AID 588726; in the data active = inhibition above about 27%;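 note: 0% = vehicle and 100% = reference inhibitor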
Mtb UGM inh: Mtb UDP-galactopyranose mutase inhibition. P9WIQ1. purified UGM, fluorescence polarization probe displacement. 320,000 compounds, 0.06% hits. inhibition, % at 10 µM; in the data active = inhibition above about 10%, passing the limit was not always enough; inconclusive = no clear call, values can overlap the other calls
Target sequence (P9WIQ1 whole entry, looked up): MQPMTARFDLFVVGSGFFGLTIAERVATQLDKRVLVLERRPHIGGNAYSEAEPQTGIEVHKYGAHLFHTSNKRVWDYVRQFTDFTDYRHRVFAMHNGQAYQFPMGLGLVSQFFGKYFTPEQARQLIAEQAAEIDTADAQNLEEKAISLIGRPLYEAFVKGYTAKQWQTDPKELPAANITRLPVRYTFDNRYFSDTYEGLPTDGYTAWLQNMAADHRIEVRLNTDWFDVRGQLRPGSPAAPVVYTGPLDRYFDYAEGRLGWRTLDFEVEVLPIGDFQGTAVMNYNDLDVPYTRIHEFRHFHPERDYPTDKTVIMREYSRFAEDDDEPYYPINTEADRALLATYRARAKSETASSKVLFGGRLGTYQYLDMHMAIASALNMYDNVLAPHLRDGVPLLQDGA
BioA inh: BioA (M. tuberculosis) enzyme inhibition | 360,000 compounds, 0.096% hits | purified M. tuberculosis BioA enzyme, plate reader | inhibition, % at 9.99 µM; in the data active = inhibition above about 40%; inconclusive = no clear call, values can overlap the other calls
FadD28 FP inh: inhibitors of Mycobacterium tuberculosis FadD28 bisubstrate binding. FadD28 bisubstrate probe binding, fluorescence polarization. inhibition, % at 12.5 µM. 360,000 compounds, 0.22% hits. AID 588549; in the data active = inhibition above about 8.5%, passing the limit was not always enough; inconclusive = no clear call, values can overlap the other calls
CCHF vOTU inh: blocks the CCHF virus ovarian tumor domain protease. AID 651958. CCHFV vOTU protease, Pep-AMC fluorescence. inhibition, % at 11.5 µM. 370,000 compounds, 0.55% hits; note: 0% = vehicle wells with enzyme and 100% = no enzyme wells
* = called active by the depositor; ? = inconclusive; / = not tested or not shown. Cut-off read from the data, not from the text of the source, unless noted: active = inhibition above about 30%; inactive = the rest.

Short keys – A = BoNT F protease; B = Rv3671c inh; C = VHR inh abs; D = MazEF act; E = GDH-TPI counter; F = Mtb FBA inh; G = Mtb UGM inh; H = BioA inh; I = FadD28 FP inh; J = CCHF vOTU inh
N=c1c2c(n(Cc3ccc([N+](=O)[O-])cc3)c3c1CCC3)CCCC2
  A: -8.6 | B: 5.4 | C: 19.9 | D: 5.1 | E: -0.3 | F: -0.1 | G: 2.3 | H: / | I: -3.0 | J: -11.9

Cc1ccc2c(C)c(C(=O)NCc3ccc(S(N)(=O)=O)cc3)oc2c1
  A: 3.4 | B: -10.4 | C: -14.9 | D: 20.9 | E: -4.5 | F: -1.8 | G: 3.2 | H: / | I: -0.7 | J: -2.0

Cc1cc(C)nc(N2CCCC(C(=O)NCCc3ccc(F)cc3)C2)n1 (stereo not drawn)
  A: -0.4 | B: 3.6 | C: 0.3 | D: -2.0 | E: 12.7 | F: 4.1 | G: 1.7 | H: -1.5 | I: -2.0 | J: -0.6

CCOC(=O)C(C)Sc1nnc(Cc2cc(=O)[nH]c(=O)[nH]2)n1-c1cccc(OC)c1 (stereo not drawn)
  A: -9.0 | B: 7.4 | C: 8.7 | D: -9.2 | E: 3.4 | F: 5.0 | G: 1.1 | H: -0.3 | I: 1.6 | J: -4.6

COC(=O)C1=C(c2ccc(OCc3ccccc3)cc2)C[C@@H]2CC[C@H]1N2C(=O)NCCCCc1ccccc1
  A: -6.0 | B: / | C: / | D: -8.8 | E: 6.2 | F: -1.4 | G: / | H: -2.3 | I: -2.4 | J: -0.8

NC(=O)CSc1nnc(-c2cc3ccccc3o2)n1Cc1ccccc1
  A: -13.9 | B: -1.6 | C: 7.2 | D: 4.8 | E: 3.6 | F: 6.8 | G: -0.7 | H: -0.9 | I: -0.5 | J: 1.6

C#CCOCCOCCOCCNc1nc(N2CCN(C(=O)[C@H](CCCCN)n3cc(CCCC)nn3)CC2)nc(N2CCN(C(=O)[C@H](CCCCN)n3cc(CCCC)nn3)CC2)n1
  A: -40.3 | B: -0.7 | C: 4.7 | D: 8.3 | E: 4.2 | F: 1.9 | G: 2.7 | H: 2.1 | I: -3.2 | J: 11.6

CNc1ccc(C(O)(C(F)(F)F)C(F)(F)F)cc1C(O)(C(F)(F)F)C(F)(F)F
  A: -5.7 | B: 5.4 | C: 14.6 | D: -1.2 | E: 7.8 | F: -2.4 | G: -0.9 | H: 3.7 | I: -1.3 | J: 4.8

CN(Cc1ccc(F)cc1)S(=O)(=O)c1nnc(NC(=O)c2ccccc2Br)s1
  A: -2.4 | B: -8.8 | C: -22.1 | D: -3.8 | E: 10.1 | F: 1.3 | G: 0.5 | H: 2.1 | I: 1.7 | J: 23.5

O=C(O)CN1C(=O)C(=O)N(Cc2ccccc2F)C1=O
  A: -8.9 | B: 1.0 | C: -10.3 | D: 4.7 | E: 5.9 | F: -2.6 | G: -1.3 | H: 2.1 | I: -1.9 | J: -0.5

O=C(NCCNC(=O)c1ccccc1Cl)c1ccco1
  A: 1.4 | B: 1.4 | C: -2.7 | D: -0.8 | E: 2.2 | F: 1.8 | G: 0.3 | H: -0.5 | I: / | J: 1.5

COc1ccc(NC(=O)CCNC(=O)Cn2cnc3ccccc3c2=O)c(OC)c1
  A: ? | B: -4.0 | C: -10.9 | D: 3.0 | E: 3.5 | F: 1.0 | G: -0.3 | H: 0.6 | I: -2.3 | J: 2.1

Oc1ccc(C(=S)N2CCCCC2)cc1
  A: 7.0 | B: -0.5 | C: 8.3 | D: -0.2 | E: -5.8 | F: -2.5 | G: -0.1 | H: -0.5 | I: -1.0 | J: -10.3

Cc1cccc(NCC(=O)N/N=C\c2cccn2C)c1
  A: ? | B: 10.3 | C: 25.0 | D: 10.5 | E: 10.2 | F: -5.4 | G: -2.6 | H: -0.1 | I: -4.2 | J: 13.1

Cn1ncc2c(=O)n(CC(=O)NC34CC5CC(CC(C5)C3)C4)cnc21
  A: 0.5 | B: -0.7 | C: 2.0 | D: -0.7 | E: -7.5 | F: -0.5 | G: 2.4 | H: 2.7 | I: -3.7 | J: 2.4

Cc1ccc(OCc2nnc(NC(=O)c3ccco3)s2)c(C)c1
  A: -1.4 | B: -4.8 | C: 14.2 | D: -4.5 | E: 15.9 | F: 1.5 | G: -0.1 | H: -1.4 | I: -2.4 | J: -2.5

O=C1CC[C@@H](O)CCN1CC[C@H](Sc1ccccc1)c1ccccc1
  A: 0.2 | B: -4.8 | C: 16.6 | D: -3.3 | E: 12.8 | F: 6.9 | G: 3.6 | H: -0.5 | I: -1.4 | J: 0.3

CC(C)(C)C(=O)N1CCC2CC1c1cc(-c3ccc4c(c3)OCO4)ccc12 (stereo not drawn)
  A: -0.4 | B: / | C: / | D: / | E: / | F: -1.0 | G: / | H: -4.7 | I: -5.7 | J: 14.7

O=C(Nc1cccnc1N1CCOCC1)c1cccs1
  A: ? | B: -2.4 | C: -17.6 | D: -1.8 | E: -2.4 | F: 1.3 | G: 3.6 | H: 2.5 | I: -2.7 | J: 0.6

CC(=O)c1ccc(NCC2COc3ccccc3O2)c([N+](=O)[O-])c1 (stereo not drawn)
  A: -6.4 | B: -2.2 | C: 25.6 | D: 0.9 | E: 7.0 | F: -4.2 | G: -1.8 | H: 3.4 | I: -3.0 | J: -2.3

Part of the list above, reduced to GDH-TPI counter, Mtb UGM inh and BioA inh:
structure | GDH-TPI counter | Mtb UGM inh | BioA inh
O=C1CC[C@@H](O)CCN1CC[C@H](Sc1ccccc1)c1ccccc1 | 12.8 | 3.6 | -0.5
CC(C)(C)C(=O)N1CCC2CC1c1cc(-c3ccc4c(c3)OCO4)ccc12 (stereo not drawn) | / | / | -4.7

Five records drawn at random from the list so far, as already listed:
Short keys – A = BoNT F protease; B = Rv3671c inh; C = VHR inh abs; D = MazEF act; E = GDH-TPI counter; F = Mtb FBA inh; G = Mtb UGM inh; H = BioA inh; I = FadD28 FP inh; J = CCHF vOTU inh
O=C(NCCNC(=O)c1ccccc1Cl)c1ccco1
  A: 1.4 | B: 1.4 | C: -2.7 | D: -0.8 | E: 2.2 | F: 1.8 | G: 0.3 | H: -0.5 | I: / | J: 1.5

O=C(Nc1cccnc1N1CCOCC1)c1cccs1
  A: ? | B: -2.4 | C: -17.6 | D: -1.8 | E: -2.4 | F: 1.3 | G: 3.6 | H: 2.5 | I: -2.7 | J: 0.6

Cn1ncc2c(=O)n(CC(=O)NC34CC5CC(CC(C5)C3)C4)cnc21
  A: 0.5 | B: -0.7 | C: 2.0 | D: -0.7 | E: -7.5 | F: -0.5 | G: 2.4 | H: 2.7 | I: -3.7 | J: 2.4

O=C1CC[C@@H](O)CCN1CC[C@H](Sc1ccccc1)c1ccccc1
  A: 0.2 | B: -4.8 | C: 16.6 | D: -3.3 | E: 12.8 | F: 6.9 | G: 3.6 | H: -0.5 | I: -1.4 | J: 0.3

Cc1cccc(NCC(=O)N/N=C\c2cccn2C)c1
  A: ? | B: 10.3 | C: 25.0 | D: 10.5 | E: 10.2 | F: -5.4 | G: -2.6 | H: -0.1 | I: -4.2 | J: 13.1

Next section:
Short keys – A = BoNT F protease; B = Rv3671c inh; C = VHR inh abs; D = MazEF act; E = GDH-TPI counter; F = Mtb FBA inh; G = Mtb UGM inh; H = BioA inh; I = FadD28 FP inh; J = CCHF vOTU inh
CCOC(=O)C1(CC2CC2)CCN(Cc2cnc(N(C)C)s2)CC1
  A: -7.5 | B: 2.6 | C: 20.4 | D: 6.0 | E: 10.1 | F: -0.4 | G: -3.5 | H: -0.6 | I: -0.4 | J: 1.6

COc1cccc(OC)c1C(=O)NC(=S)N1CCN(c2ccc(C(F)(F)F)cc2[N+](=O)[O-])CC1
  A: 2.5 | B: -9.1 | C: 48.3 | D: -15.6 | E: 0.0 | F: -0.9 | G: 0.4 | H: -3.9 | I: -0.4 | J: -2.5

Cc1cccc(-n2c(CNC(=O)Cc3ccccc3)n[nH]c2=S)c1
  A: -0.7 | B: -5.1 | C: 22.5 | D: 0.0 | E: -3.2 | F: 5.3 | G: -3.0 | H: / | I: 0.0 | J: -11.6

CCOc1ccc(-c2[nH]ncc2Oc2ccccc2OCC)c(O)c1
  A: -5.9 | B: 15.3 | C: 11.9 | D: 3.3 | E: -1.9 | F: 3.1 | G: 0.8 | H: -0.4 | I: -10.4 | J: 4.7

Cc1ccccc1Cn1nc(C)c(NC(=O)c2cc(-c3cccs3)on2)c1C
  A: 1.6 | B: -1.8 | C: 22.6 | D: 6.5 | E: -8.3 | F: -1.6 | G: -0.5 | H: / | I: -2.7 | J: /

CCOC(=O)/C(C#N)=N/Nc1c(C)n(C)n(-c2ccccc2)c1=O
  A: -4.9 | B: 6.6 | C: -1.4 | D: 14.4 | E: 14.5 | F: 0.4 | G: -1.4 | H: -0.6 | I: -0.3 | J: 14.6

COc1cccc2sc(N3CCN(C(=O)c4ccco4)CC3)nc12
  A: 14.0 | B: -2.6 | C: / | D: -3.0 | E: 3.5 | F: -1.6 | G: 1.8 | H: 2.5 | I: 0.1 | J: -6.8

Compounds were not picked by outcome; 4.9% or so of the library scored in one or more.
